Source: PubChem (National Center for Advancing Translational Sciences (NCATS))
SNCA expr inhib = Primary qHTS assay for inhibitors of alpha-synuclein gene (SNCA) expression | Potency, µM (top dose mostly 57.2 µM), without a hit: at the highest dose activity change, negative = inhibition, usual class: inhibitors | 140,000 tested, 0.17% active | HEK-293 SNCA-luciferase knock-in, luminescence, 24 h | AID 1671194, 2021;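 further: potency means the concentration at half of the fitted maximal effect; plate controls were DMSO cells for no effect and cell-free wells for full effect; nearly all actives have a fitted effect of over 45% in size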
HEK cytotox = Cytotoxic Profiling in HEK 293 Cell Line of Diverse Libraries Using Quantitative High-Throughput Screening. 94,000 tested, 6.6% active. AID 1345083, 2018. Potency, µM (highest dose often 115 µM), inactives show top-dose activity change, negative = cytotoxicity, actives largely listed as inhibitors. HEK 293 viability, ATP luminescence (CellTiter-Glo), 48-72 h; further: potency means the concentration at half of the fitted maximal effect; nearly all actives have a fitted effect of over 60% in size
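Read-out: CellTiter-Glo ATP luminescence. Cells: HEK 293, 250 cells/well. Exposure: 48 or 72 hr, 37 degree Celsius.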
FLuc inh = Firefly luciferase inhibition profiling of diverse chemical library using quantitative high-throughput screening; purified P. pyralis luciferase, luminescence, biochemical; Potency, µM (titrated, usually from 115 µM), for inactives: at the highest dose activity change, negative = inhibition, actives largely listed as inhibitors; 76,000 tested, 2.5% active; further: potency means the concentration at half of the fitted maximal effect; nearly all actives have a fitted effect of over 65% in size
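Luminescence read by CCD imager after adding enzyme (10nM final) to wells holding compound, titrated in qHTS. Substrates 10uM each D-luciferin and ATP; buffer 50mM Tris acetate pH 7.5, 10mM Mg acetate, Tween-20, BSA.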
IP6K1 inhibitor = Primary qHTS assay for small molecule inhibitors of Inositol hexaphosphate kinase 1 (IP6K1) | IP6K1 kinase, ADP-Glo luminescence, 2 h; hits give low values | activity change, % (series mostly up to about 58 µM) | 140,000 tested, 0.81% active; in the data active means activity change below about -25%
Target sequence (Q92551 whole entry, looked up): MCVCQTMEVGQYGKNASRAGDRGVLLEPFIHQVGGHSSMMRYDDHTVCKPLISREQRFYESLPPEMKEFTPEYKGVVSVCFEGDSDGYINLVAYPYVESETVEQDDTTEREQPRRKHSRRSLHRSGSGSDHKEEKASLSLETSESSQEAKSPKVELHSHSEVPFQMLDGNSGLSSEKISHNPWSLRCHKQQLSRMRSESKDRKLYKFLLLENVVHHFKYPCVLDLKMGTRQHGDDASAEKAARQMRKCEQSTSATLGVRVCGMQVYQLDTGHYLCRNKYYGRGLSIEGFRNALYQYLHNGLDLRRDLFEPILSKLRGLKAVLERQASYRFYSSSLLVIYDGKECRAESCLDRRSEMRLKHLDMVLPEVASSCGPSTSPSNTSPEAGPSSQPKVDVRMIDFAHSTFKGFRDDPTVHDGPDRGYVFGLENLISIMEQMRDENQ
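ADP-Glo luminescence measures ADP made by human IP6K1 during a 2 h RT reaction with ATP/IP6 (mix at 1.3 mM/130 uM); top library doses 57.5 and 19.1 uM final.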
SNCA viab count = GF-AFC viability counterscreen for inhibitors of alpha-synuclein gene (SNCA) expression; HEK-293-SNCA-luc viability, GF-AFC fluorescence, 24 h; Potency, µM (doses to about 57.1 µM), for the others: top-dose activity change, negative = cytotoxicity, usual class: cytotoxic; 150,000 tested, 0.12% active; AID 1671193, 2021;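 further: potency means the concentration at half of the fitted maximal effect; 0% = DMSO-treated cells and -100% = medium-only wells without cells; nearly all actives have a fitted effect of over 30% in size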
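Cytotoxicity counterscreen: after 24 h compound treatment of genome-edited SNCA-luciferase HEK-293 cells, live-cell protease substrate GF-AFC read by fluorescence after 30 min; activity scaled between DMSO (0%) and medium-only (-100%), curves Hill-fitted.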
NIH3T3 tox = Cytotoxic Profiling in NIH 3T3 Cell Line of Diverse Libraries Using Quantitative High-Throughput Screening; NIH 3T3 viability, CellTiter-Glo ATP luminescence, 48-72 h; Potency, µM (series often up to 96.7 µM), for inactives: at the top dose activity change, negative = cytotoxicity, actives largely listed as inhibitors; 94,000 tested, 4.3% active; AID 1345082, 2018; further: potency means the concentration at half of the fitted maximal effect; nearly all actives have a fitted effect of over 55% in size
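NIH 3T3 cells at 400 cells/well received 23 nL of compound by pintool and were incubated 48 or 72 h at 37 °C. Viability was read as ATP-coupled CellTiter-Glo luminescence.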
GPT2 inhibitor = Primary qHTS assay for inhibitors of Glutamate pyruvate transaminase 2 (GPT2); Alanine aminotransferase 2 (Homo sapiens), Q8TD30; Recombinant GPT2, coupled pyruvate oxidase/HRP Amplex Red fluorescence; Potency, µM (top dose mostly 57.7 µM), without a hit: top-dose activity change, negative = inhibition, actives largely listed as inhibitors; 100,000 tested, 0.25% active; further: potency means the concentration at half of the fitted maximal effect; nearly all actives have a fitted effect of over 60% in size; many of its hits are not listed in these tables
Target sequence (Q8TD30 whole entry, looked up): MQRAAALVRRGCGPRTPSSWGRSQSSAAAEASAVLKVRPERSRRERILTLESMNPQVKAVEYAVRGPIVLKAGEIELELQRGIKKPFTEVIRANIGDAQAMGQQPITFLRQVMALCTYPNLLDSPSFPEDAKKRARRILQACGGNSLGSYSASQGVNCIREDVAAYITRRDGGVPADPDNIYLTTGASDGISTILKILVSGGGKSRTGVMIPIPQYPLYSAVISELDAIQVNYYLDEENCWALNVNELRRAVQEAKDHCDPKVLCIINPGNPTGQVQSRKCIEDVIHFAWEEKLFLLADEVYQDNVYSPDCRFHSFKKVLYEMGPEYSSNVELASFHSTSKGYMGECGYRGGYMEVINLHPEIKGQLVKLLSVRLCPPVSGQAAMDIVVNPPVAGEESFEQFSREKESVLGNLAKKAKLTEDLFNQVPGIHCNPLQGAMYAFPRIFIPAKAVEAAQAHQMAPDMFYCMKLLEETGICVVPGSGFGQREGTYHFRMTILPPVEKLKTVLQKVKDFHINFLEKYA
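GPT2 10ng/uL, a-KG 250uM, L-Ala 2mM, HEPES pH7.5 + 0.0001% Tween; 30 min RT. Then Amplex mix (PO/HRP/ThPP), 30 min RT dark, fluorescence. AOA 50uM used as positive control.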
An asterisk follows results filed as active; i = inactive; ? = inconclusive; . = no result given; [ ] = another dose, or the depositor's remark. Unless noted, the call rests on the fitted dose curve; in most records, active means well fitted curve in the direction sought with a large enough effect; inconclusive means small, poorly fitted or top-dose-only effect, or another doubt; inactive means no such curve, though single readings can be large; an effect the other way counts as inactive or inconclusive. Unless noted, on the % scale 0 is the no-effect control and ±100 the full control effect.

Each structure is followed by: SNCA expr inhib | HEK cytotox | FLuc inh | IP6K1 inhibitor | SNCA viab count | NIH3T3 tox | GPT2 inhibitor
- CC1CCCN(S(=O)(=O)c2ccc3[nH]c(=O)cc(C(=O)NCCc4ccc(Cl)cc4)c3c2)C1 (centres undefined)
  -13% | . | . | 19 | -9% | . | .
- Cc1ccccc1[C@H]1C[C@@H](O)[C@@H](O)[C@@H]1NS(=O)(=O)c1cccc(C#N)c1
  14%[87.6 µM] | -4%[172 µM] | 3%[172 µM] | 10 | -16%[87.6 µM] | -2%[174 µM] | 3%[88.5 µM]
- Cc1ccc(NC(=O)c2nc(S(C)(=O)=O)ncc2N(Cc2ccco2)Cc2cccs2)c(C)c1
  -20% | . | . | -9 | -4% | . | .
- O=C(CC1CCN(C(=O)C2CCCCC2)C1)NCc1ccccc1 (centres undefined)
  23% | -28% | -14% | -15 | -13%[12.5 µM] | ? | i
- N#Cc1cccc(C(=O)N2C[C@@H](Oc3cccnc3)C[C@H]2C(=O)N2CCOCC2)c1
  -10% | 5% | -2% | 20 | 3% | -4% | 3%
- CCCC1(CCC)CCC2(CCN(CCCN(CC)CC)C2)CC1
  . | . | . | 4 | ? | . | ?
- COc1cccc(-c2cc(C(F)(F)F)n3ncc(C(=O)OC(C)C)c3n2)c1
  -1% | . | . | 0 | -23% | . | .
- CCOc1ccccc1NC(=O)CCn1ccn2nc3c(c2c1=O)CCCC3
  -15% | -11% | -8% | -9 | -22% | -19% | -6%
- O=C1CCN(Cc2ccncc2)CCCC(C(=O)Nc2cccc(F)c2)CCN1 (centres undefined)
  -2% | -1% | -7% | 3 | 3% | -4% | 0%
- CCN(CC)[C@H]1[C@@H]2OC[C@@H](O2)[C@@H](NCc2ccc(N(C)C)cc2)[C@@H]1O
  -3%[87.6 µM] | -1%[172 µM] | -1%[172 µM] | -11 | -6%[87.6 µM] | -17%[174 µM] | -18%[88.5 µM]
- CC1CN(C(=O)CCC(=O)Nc2cc(F)ccc2F)c2ccccc2S1 (centres undefined)
  9% | . | . | 23 | 1% | . | .
- CCC(=O)N1CCN(C(=O)Cc2ccc(C)c(C)c2)[C@H]2CS(=O)(=O)C[C@H]21
  0% | -11% | 3% | -9 | 6% | -9% | i
- Cc1ccccc1C(=O)N1CCCC(C(=O)N2CCC(c3nc4ncccc4[nH]3)CC2)C1 (centres undefined)
  -1% | 0% | . | -8 | 7% | -13% | -8%
- CN1CCC2(C1)CN(CC1CC1)c1ccc(C(=O)NC3CC3)cc12 (centres undefined)
  10%[87.6 µM] | ? | 4%[172 µM] | 2 | 3%[87.6 µM] | ? | -22%[88.5 µM]
- c1ccc(-c2cnn3cc(-c4ccc(OCCN5CCOCC5)cc4)cnc23)cc1
  . | . | . | 15 | -15% | . | ?
- O=C(NC1CCCCC1)N1C2CCC1CN(c1ccc(C(F)(F)F)cc1)C2
  -6% | ? | . | 4 | -14% | ? | -5%
- Cc1nc2c(-c3ccccc3)c(C)nn2c(C)c1CCC(=O)NCCc1ccccc1
  -4% | . | . | 16 | -3% | . | .
- COCCOC1CCN(C(=O)c2n[nH]c3ccccc23)CC1
  0% | -1% | -15% | -8 | -1%[12.5 µM] | 0% | -11%
- COc1cccc(N2CCN(c3nc(C(=O)NCc4cccc(C)c4)cs3)CC2)c1
  -26% | ? | -6% | -6 | ? | ? | i
- CCOC(=O)c1c(-c2ccc(OC)cc2)oc2ccc(OCc3ccc(C(=O)OC)cc3)cc12
  -4% | . | . | 17 | 7% | . | .

Ordered by SMILES length (descending): 4 of the compounds above.
Each structure is followed by: SNCA expr inhib | HEK cytotox | FLuc inh | IP6K1 inhibitor | SNCA viab count | NIH3T3 tox | GPT2 inhibitor
- CCN(CC)[C@H]1[C@@H]2OC[C@@H](O2)[C@@H](NCc2ccc(N(C)C)cc2)[C@@H]1O
  -3%[87.6 µM] | -1%[172 µM] | -1%[172 µM] | -11 | -6%[87.6 µM] | -17%[174 µM] | -18%[88.5 µM]
- Cc1ccc(NC(=O)c2nc(S(C)(=O)=O)ncc2N(Cc2ccco2)Cc2cccs2)c(C)c1
  -20% | . | . | -9 | -4% | . | .
- COc1cccc(-c2cc(C(F)(F)F)n3ncc(C(=O)OC(C)C)c3n2)c1
  -1% | . | . | 0 | -23% | . | .
- O=C1CCN(Cc2ccncc2)CCCC(C(=O)Nc2cccc(F)c2)CCN1 (centres undefined)
  -2% | -1% | -7% | 3 | 3% | -4% | 0%

Carrying on.
Each structure is followed by: SNCA expr inhib | HEK cytotox | FLuc inh | IP6K1 inhibitor | SNCA viab count | NIH3T3 tox | GPT2 inhibitor
- CC(=O)Nc1ccc(NC(=O)Cn2ccn3nc(-c4ccc(F)cc4)c(CO)c3c2=O)cc1
  -10% | 3% | 3% | 5 | -12% | i | -4%
- CN(C)C[C@@H]1CN(c2ncccn2)C[C@H]1NS(=O)(=O)c1cc(F)ccc1F
  0% | -5% | -2% | 2 | 2% | -3% | i
- CCCN1CCC2(CCN(C(C)=O)CC2)Oc2ccccc21
  -7%[87.6 µM] | -8%[172 µM] | 2%[172 µM] | -11 | -16%[87.6 µM] | -5%[138 µM] | 5%[88.5 µM]
- CCn1c2c(c(=O)n3ncc(C(=O)Nc4ccc(OC(F)(F)F)cc4)c13)CN(Cc1ccc(OC)cc1)CC2
  -4% | . | . | 12 | -6% | . | .
- COc1ccccc1-c1cccc(CN2CCC(NC(=O)c3cccc(Cl)c3)CC2)c1
  -33% | 45µM* | . | 5 | -5% | ? | -7%
- Cc1ccc(Cn2nnc(C(=O)Nc3ccc(F)c(F)c3)c2N)cc1
  21% | . | . | -15 | 8% | . | .
- COc1ccc(C(=O)N[C@H]2CO[C@H]3[C@@H]2OC[C@@H]3n2cc(CC3CCCCC3)nn2)cc1
  -6%[87.6 µM] | ? | -9%[172 µM] | -5 | -29%[87.6 µM] | ? | i
- Cc1ncsc1CN1CCCC(c2nc(-c3cccnc3)no2)CCNC(=O)CC1 (centres undefined)
  ? | i | 8% | -1 | 3% | 3% | i
- COc1ccc(-c2cc(C(F)(F)F)n3nc(C(=O)Nc4cc(C)ccc4C)cc3n2)cc1
  21% | . | . | 20 | 2% | . | .
- COc1ccc(NC(=O)C2(C)CCc3cnc(NCc4ccccc4)nc32)cn1 (centres undefined)
  -28%[87.6 µM] | ? | -18%[172 µM] | -11 | ? | 13µM* | -3%[88.5 µM]
- CCN(Cc1cccc2nonc12)CC1CCCN(CCc2cccc(OC)c2)C1 (centres undefined)
  -17% | ? | 11% | 9 | ? | ? | i
- CNC(=O)N1CCC(C2CCN(C(=O)Cc3ccc(F)cc3)C2)CC1 (centres undefined)
  -11% | -2% | -1% | -8 | -7%[12.5 µM] | i | i
- O=C(Nc1cccc(Br)c1)N1CC2CC(C1)[C@H]1CCCC(=O)N1C2 (some centres undefined)
  7% | -5% | -2% | 15 | 8% | 4% | -9%
- CCCCNC(=O)CCCn1c(=O)c2ccccc2n(CC(=O)Nc2ccccc2OCC)c1=O
  21% | . | . | -10 | 4% | . | .
- Cn1ccnc1CNC(=O)C[C@@H]1C[C@H]2O[C@H](CNC3CCC3)[C@@H](O)[C@H]2O1
  -25%[87.6 µM] | 5%[172 µM] | -4%[172 µM] | 12 | 2%[87.6 µM] | -2%[174 µM] | 3%[88.5 µM]
- CCOc1ccc(NC(=O)CCC(=O)N2CCSc3ccccc32)cc1
  -20% | . | . | 25 | 9% | . | .
- CCCOc1cccc(-c2cc3c(cc2OC)C(CO)CC(C)(C)CO3)c1 (centres undefined)
  . | 35µM* | . | -8 | . | 32µM* | .
- CCNC(=O)N1C[C@@H]2CCCN3CCC[C@@H]([C@H]23)[C@H]1CCCC(=O)Nc1ccccc1
  -4% | -4% | . | 1 | -2% | -25% | i
- O=C([C@H]1C[C@H](Oc2ccccc2)CN1S(=O)(=O)c1ccc(F)cc1)N1CCOCC1
  -10% | -18% | 0% | 14 | -1% | -11% | -23%
- CCc1ccc(OC(C)C(=O)N2CCC(c3nc4ccccc4o3)CC2)cc1 (centres undefined)
  -3% | . | . | 4 | 8% | . | .
- CCn1cc(CNc2ncc(C(C)(C)C(=O)O)c(N3CCOCC3)n2)cn1
  ? | -4% | -8% | -14 | -3% | -9% | 4%
- COc1ccc(NC(=O)N[C@H]2C[C@@H](C(=O)N[C@H](Cc3c[nH]c4ccccc34)C(N)=O)N(C(=O)C3CC3)C2)cc1
  -27% | 1% | -3% | -5 | 0% | -3% | 3%
- O=C(/C=C/c1ccc(O)cc1)c1ccc(O)cc1O
  6% | . | . | . | -17% | . | -16%
- Oc1ccc(-c2nc(C3CC3)nc3c2CN(Cc2ccc(C(F)(F)F)cc2)CC3)cc1
  5% | 89µM* | -7% | -5 | -3% | ? | i
- O=C(Cc1ccccc1)N1CCCC2(CC(c3cccc(C(F)(F)F)c3)=NO2)C1 (centres undefined)
  108%[activator] | ? | . | 8 | -14% | ? | ?
- CCCCn1c(=N)c(S(=O)(=O)c2ccc(Cl)cc2)cc2c(=O)n3cccc(C)c3nc21
  4% | . | . | 4 | -9% | . | .
- CN(C)c1ccc(CN2CC[C@H](c3nc4ccc(C(F)(F)F)cc4[nH]3)C2)cc1
  ? | 32µM* | -11%[172 µM] | -1 | ? | 32µM* | i
- NC1=NCC2c3ccccc3Cc3ccccc3N12 (centres undefined)
  -22% | . | . | 33 | 1% | . | 4%
- COCc1noc([C@@H]2CN(C(=O)c3cc(C)oc3C)C[C@H]2COC)n1
  -25% | -18% | 0% | -10 | 2% | -1% | -3%
- CN(C)C[C@H]1O[C@@H](CO)[C@@H](O)[C@H]1N1CCN(c2ccc(F)cc2)CC1
  ? | i | 2% | 12 | 3% | i | -6%
- CCc1nn2c(=O)cc(COC(=O)c3ccccc3NC(=O)C3CCCCC3)nc2s1
  65%[activator] | . | . | 11 | -3% | . | .
- CC(C)Cc1cc(C(=O)NCC2(c3ccccc3F)CCCC2)on1
  ? | -9% | 13% | 4 | -6% | 2% | i
- O=C(NCC1CCCO1)N1CC(n2cc(C(=O)N3CCOCC3)nn2)C1 (centres undefined)
  22% | -2% | -11% | 10 | 4% | -8% | -1%
- CC(C)OC(=O)N(C)Cc1cccc(N2CCN(S(=O)(=O)c3c(Cl)cccc3Cl)CC2)c1F
  . | ? | . | -1 | . | ? | .
- CC1(C)CN(C(=O)c2csc(Cc3ccccc3)n2)CC1(C)O (centres undefined)
  -8% | 0% | 9% | 12 | -9% | 0% | -4%[11.5 µM]
